Screens: PubChem, Fisher Drug Discovery Resource Center
mcGAS MS inh: mouse cGAS inhibition by mass spec | recombinant mouse cGAS, cGAMP by RapidFire MS | Q8C6L5 | 0.18% of 130,000 active | inhibition, % at 12.5 µM;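 active = inhibition of cGAS enzyme activity at or above 60%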;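 note: enzyme stimulated by 45 bp dsDNA with ATP and GTP substrates; cGAMP share of summed cGAMP plus half ATP and half GTP signals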
Target sequence (Q8C6L5 whole entry, looked up): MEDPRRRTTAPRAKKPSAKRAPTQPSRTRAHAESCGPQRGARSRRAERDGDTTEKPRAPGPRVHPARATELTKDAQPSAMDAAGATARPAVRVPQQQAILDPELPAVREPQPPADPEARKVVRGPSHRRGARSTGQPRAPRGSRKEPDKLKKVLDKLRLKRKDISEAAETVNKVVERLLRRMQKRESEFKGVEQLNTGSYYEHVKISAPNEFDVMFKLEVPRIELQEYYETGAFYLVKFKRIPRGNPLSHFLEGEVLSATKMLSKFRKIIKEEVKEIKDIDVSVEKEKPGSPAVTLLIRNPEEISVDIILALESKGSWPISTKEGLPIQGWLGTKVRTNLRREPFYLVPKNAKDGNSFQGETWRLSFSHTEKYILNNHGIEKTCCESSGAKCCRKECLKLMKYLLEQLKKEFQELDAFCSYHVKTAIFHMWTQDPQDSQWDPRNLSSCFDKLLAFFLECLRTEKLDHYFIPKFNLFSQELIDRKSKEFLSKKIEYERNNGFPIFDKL
* = called active by the depositor.

SMILES	mcGAS MS inh
CCc1c(C)c(C#N)c2nc3ccccc3n2c1NCCCN(C)C	-2.0
CN(Cc1nnc(C2CC2)o1)C1CCN(CC(=O)NC2CC2)C1 (stereo unspecified)	-8.6
Cc1ncoc1C(=O)N1CCC2(CCCN(CC3CCCCC3)C2=O)C1 (stereo unspecified)	-6.3
CC1=NOC(C)(C(=O)N2CCc3onc(-c4ccc(F)c(F)c4)c3C2)C1 (stereo unspecified)	-18.7
CC(C)N1CCCN(c2nc(-c3cccnc3)nc3c2cnn3C)CC1	-7.8
CCC(C)C(N)C(=O)Nc1nnc(-c2cccc(OC)c2)s1 (stereo unspecified)	1.7
CC1CCCCN1C(=O)CCC1(Cc2ccc(Cl)cc2)CCC(=O)N1 (stereo unspecified)	-4.9
COc1ccc(CCNC(=O)C(=O)c2cn(CC(=O)N3CCCCCC3)c3ccccc23)cc1OC	-4.4
Cc1ccccc1OCCN(C)C(C)C(=O)NC1CCCCC1 (stereo unspecified)	-3.2
CC(CNC(=O)N1CCCC1(C)C)CN(C)C(=O)OC(C)(C)C (stereo unspecified)	-46.8
Cc1nc2c(c(NCc3csc(-c4cnccn4)n3)n1)CCN(C)CC2	-14.9
CCOC(=O)c1nn(-c2ccccc2)c(=O)cc1N1CCCc2ccccc21	-5.8
CC(C)c1nc(=S)[nH]n1-c1ccccc1	11.1
Cc1nc(SCCCSc2n[nH]c(C)n2)n[nH]1	-29.2
O=C1OC(CN2CCOCC2)CN1/N=C\c1ccc([N+](=O)[O-])o1 (stereo unspecified)	4.6
CC1(C(=O)Nc2ccccc2Br)CCN1C(=O)CCC1CCCC1 (stereo unspecified)	-9.2
CCC(C)N(Cc1ccncc1)C(=O)CCSC (stereo unspecified)	-35.3
OC(COc1ccccc1)Cn1cc(Br)cn1 (stereo unspecified)	-6.9
O=C(NCc1ccccc1-n1cccn1)C1CC2(CCNCC2)CN1 (stereo unspecified)	-11.6
O=C(CC1CCCC1)Nc1ccc(S(=O)(=O)C(F)F)cc1	-5.6
CC(c1ccc(Br)cc1)N1CCCC(C)(CO)C1 (stereo unspecified)	3.0
Cc1nn(C)cc1-c1ccnc(NCC2CCN(Cc3ccccc3)C2)n1 (stereo unspecified)	-14.6
CC1CCC(NC(=O)c2cccnc2N(C)C)CC1 (stereo unspecified)	-16.8
CC(OC(=O)[C@@H]1CCCN1C(=O)OC(C)(C)C)c1nc2ccccc2[nH]1 (stereo partly specified)	-31.4
COc1ccc(CC2(CCC(=O)NCC3CC4C=CC3C43CC3)CCC(=O)N2)cc1OC (stereo unspecified)	-11.7
Cc1ccc(CNC(=O)c2c[nH]c(=S)n2-c2ccc(F)cc2)cc1	2.4
COCCn1c(C)cc(O)c(C(c2ccccc2F)N2CCN(C)CC2)c1=O (stereo unspecified)	-9.2
CNc1cnc(-c2cc(OC)c(OC)c(OC)c2)cn1	-0.1
COc1ccc(S(=O)(=O)NCC2CCCN(C(=O)C3=CCCCC3)C2)cc1 (stereo unspecified)	-9.2
CC(C)[C@H](Nc1ccnc(C(C)(C)C)n1)C(=O)N1CCCC1	-3.8
CC1NCCN(c2ccc(Oc3ccccc3)cc2)C1=O (stereo unspecified)	-8.5
O=C(CCc1cccnc1)N1CCOC(Cc2cccc3ccccc23)C1 (stereo unspecified)	-6.0
CCc1cc2c(N3C(C(N)=O)CC4CCCCC43)ncnc2s1 (stereo unspecified)	5.5
Cc1cc(C(=O)COc2ccc(F)c(Cl)c2)c(C)n1C1CC1	-19.4
C#CCN(CC=C)C(=O)c1cccc(NC(=O)C2CCCC2)c1	8.1
O=C(c1cccc(N2CCNC2=O)c1)N1CC[C@@H](c2ccc(F)cc2)[C@H](O)C1	-50.6
Cc1ccc(Nc2ncccc2Cl)cc1	-3.5
CC1=C(C)CC(C(=O)Nc2cc(C(=O)OC(C)C)cc(C(=O)OC(C)C)c2)C(C(=O)O)C1 (stereo unspecified)	-5.6
O=C(CCCc1ccc(Cl)cc1)NCC(=O)Nc1ccc(F)c(F)c1F	-1.4
COc1nn(C)cc1C(=O)NC1CCCCC1	-12.2
COCCOC(=O)C1=C(C)N(C)C(=O)NC1c1ccc([N+](=O)[O-])cc1 (stereo unspecified)	-1.5
COc1ncccc1C(=O)N(C)C(C)c1ccc(S(C)(=O)=O)cc1 (stereo unspecified)	-11.3
Cn1c(=O)c2c(nc(Cl)n2CC(=O)N(CCC#N)c2ccc(F)cc2)n(C)c1=O	-1.7
CCc1nc(-c2nccn2Cc2cccc(C(F)(F)F)c2)c(C)[nH]1	-9.2
O[C@@H]1CN(c2nccc(C3CCCC3)n2)CC[C@H]1N1CCOCC1	-16.1
CC1CC(=O)c2cnc3c(c2C1)c(=O)[nH]c(=O)n3CCN1CCOCC1 (stereo unspecified)	-7.9
COc1ccnc(NCCc2cn3ccccc3n2)n1	0.2
CCC(=O)C1=C(c2ccc(OC)c(OC)c2)N(C(=O)CC)n2c(nnc2-c2ccc(C)cc2)S1	-1.3
Cc1ccc2nc(CSCc3nc4ccc(Cl)cc4n3CCO)cc(=O)n2c1	10.9
Cc1ccc(Cl)c2c(N=O)c(O)[nH]c12	-10.3
CCn1cc(C(C)NC(=O)c2ccc(COCC(F)(F)F)cc2)c(C)n1 (stereo unspecified)	-31.5
Cc1nc(N2CCN(C)CC2)ncc1C(=O)N1C[C@H]2CC=CC[C@H]2C1	4.1
COc1ccc(F)c(-c2cc(C(=O)NC3CC3)ccn2)c1	-15.1
O=C1CSC(c2ccc(OC(F)F)cc2)N1C1CCCCC1 (stereo unspecified)	-13.0
CCCCC#Cc1nc(NC)c2ncn([C@@H]3O[C@H](CO)[C@@H](O)[C@H]3O)c2n1	-10.4
CSc1ccc(C(=O)NC(C)(C)C)cc1[N+](=O)[O-]	3.1
CN1CCC(C)(C(=O)Nc2cccc3cccnc23)C1 (stereo unspecified)	0.8
O=C(c1csc2c1CCCC2)N1CCCC(CNS(=O)(=O)c2cccs2)C1 (stereo unspecified)	53.1
CCOC(=O)c1ccc(NC(NC(=O)OC)(c2ccccc2)C(F)(F)F)o1 (stereo unspecified)	1.8
COc1ccc(NC(=O)C2=C(C#N)CCC2)cc1	-31.3

Next results.
SMILES	mcGAS MS inh
COc1ccc(N2CCCn3c2nc2c3c(=O)n(C)c(=O)n2C)cc1	-5.8
COC(=O)c1cccc(NC(=O)CN2CCCN(c3nccs3)CC2)c1	-5.3
CCCC(C(=O)O)N1C(=O)C2CC=C(Cl)CC2C1=O (stereo unspecified)	-4.6
CC(=O)Nc1ccc(N2C(=O)CSC2c2ccc(C(C)(C)C)cc2)cc1 (stereo unspecified)	-8.3
Cc1ccc(NC(=O)N2CCSCC2CCO)cc1 (stereo unspecified)	-8.0
COc1cccc(CN2CCCC(CNC(=O)c3ccc(F)cc3)C2)c1OC (stereo unspecified)	-4.1
CC(=O)NCCn1c(C)csc1=Nc1ccc2c(c1)CCC2	-15.9
O=C1c2ccccc2NC(c2cccc(F)c2)N1CC1CCCO1 (stereo unspecified)	-8.1
C=CCN(Cc1ccccc1C)C(=O)C(C)N1CCN(C)CC1 (stereo unspecified)	-22.2
CN(C)CC1(O)CCCN(c2noc(-c3ccccc3)n2)CC1 (stereo unspecified)	-13.9
CCn1ccnc1CN1CCCC(CCC(=O)Nc2ccccc2F)C1 (stereo unspecified)	-8.4
O=c1cc(CO)oc(C(c2ccc(F)cc2)c2oc(CO)cc(=O)c2O)c1O	-5.5

Random excerpt: two records from the list.
SMILES	mcGAS MS inh
CC1CC(=O)c2cnc3c(c2C1)c(=O)[nH]c(=O)n3CCN1CCOCC1 (stereo unspecified)	-7.9
COc1ccc(CC2(CCC(=O)NCC3CC4C=CC3C43CC3)CCC(=O)N2)cc1OC (stereo unspecified)	-11.7

Arranged by formula weight (smallest number first): some entries from above
SMILES	mcGAS MS inh
COc1ccc(NC(=O)C2=C(C#N)CCC2)cc1	-31.3
CSc1ccc(C(=O)NC(C)(C)C)cc1[N+](=O)[O-]	3.1
CN1CCC(C)(C(=O)Nc2cccc3cccnc23)C1 (stereo unspecified)	0.8
Cc1ccc(NC(=O)N2CCSCC2CCO)cc1 (stereo unspecified)	-8.0
CCCC(C(=O)O)N1C(=O)C2CC=C(Cl)CC2C1=O (stereo unspecified)	-4.6
C=CCN(Cc1ccccc1C)C(=O)C(C)N1CCN(C)CC1 (stereo unspecified)	-22.2
CN(C)CC1(O)CCCN(c2noc(-c3ccccc3)n2)CC1 (stereo unspecified)	-13.9
O=C1c2ccccc2NC(c2cccc(F)c2)N1CC1CCCO1 (stereo unspecified)	-8.1
COc1ccc(N2CCCn3c2nc2c3c(=O)n(C)c(=O)n2C)cc1	-5.8
CCn1ccnc1CN1CCCC(CCC(=O)Nc2ccccc2F)C1 (stereo unspecified)	-8.4
CCCCC#Cc1nc(NC)c2ncn([C@@H]3O[C@H](CO)[C@@H](O)[C@H]3O)c2n1	-10.4
CC(=O)Nc1ccc(N2C(=O)CSC2c2ccc(C(C)(C)C)cc2)cc1 (stereo unspecified)	-8.3
COC(=O)c1cccc(NC(=O)CN2CCCN(c3nccs3)CC2)c1	-5.3
COc1cccc(CN2CCCC(CNC(=O)c3ccc(F)cc3)C2)c1OC (stereo unspecified)	-4.1
O=c1cc(CO)oc(C(c2ccc(F)cc2)c2oc(CO)cc(=O)c2O)c1O	-5.5

Further structures
SMILES	mcGAS MS inh
Cc1cc(C(=O)N(C2CCCC2)C2CC2)sc1C=O	-6.1
S=C(NCCN1CCOCC1)N1CCC(Cc2ccccc2)CC1	3.7
Cc1ccc(NC(=O)CN2CCCN(c3ccc(C(F)(F)F)cn3)CC2)cc1	-2.9
Cc1cccc(NC(=O)Cn2nc(C(C)C)c3cnn(-c4ccccc4C)c3c2=O)c1	-8.5
Cc1nc(NC(=O)c2ccc(-n3cnnc3)cc2)ccc1Br	0.7
O=S(=O)(c1ccc(OCCn2cnnn2)cc1)N1CCOCC1	-34.6
CNC(=O)c1ccc(Sc2ccc(NC(C)=O)cc2)nc1	-8.4
COCCNC(=O)Cc1csc(Nc2ccc(OC(F)(F)F)cc2)n1	-7.6
Cc1nn(C)c(C)c1C(C)C(=O)NC(C#N)c1cccc(Cl)c1 (stereo unspecified)	-6.4
CC(C)n1cnc2c(nnn2C)c1=O	-2.4
Cc1cccc(NC(=O)CCC2CCN(C(=O)CSc3ccccn3)CC2)c1	-7.5
CC(=O)N(C)Cc1ccccc1NC(=O)c1ccccc1C	-10.8
Cc1cc2nc(Sc3ccccc3)c3ccccc3n2n1	2.7
CN(C)C=Nc1sc2c(c1C#N)CCCC2	-15.4
CCc1nc(CN2CCC(CNC(=O)C3CCCCC3)C2)c(C)[nH]1 (stereo unspecified)	-12.1
Cc1ccc(NC(=O)C2(C)CCN2C(=O)c2cccc(F)c2)cc1 (stereo unspecified)	5.7
Cc1ccc(-c2cc(C(=O)N3C[C@@H]4[C@H](C3)[C@H]3CC[C@@H]4O3)n[nH]2)o1	21.5
Cc1ccc(S(=O)(=O)c2nc(S(C)(=O)=O)sc2NC2CCS(=O)(=O)C2)cc1 (stereo unspecified)	-7.3
CC(=O)NC1CCCN(c2cc(C#N)c3ccccc3n2)C1 (stereo unspecified)	3.4
CC(c1ccccc1)N1C(=O)NC(NC(=O)c2ccc(F)cc2)(C(F)(F)F)C1=O (stereo unspecified)	0.0
CC1ON=C(c2cccc(C(F)(F)F)c2)NC1=O (stereo unspecified)	9.9
CC(NC(=O)C(C)(C)c1ccc(Cl)cc1)c1ncn[nH]1 (stereo unspecified)	-8.0
COc1ccc2c(=O)cc[nH]c2c1	-3.2
Cc1ccc(NC(=O)CN(C)C(=O)CCc2nc3ccccc3[nH]2)cc1	-14.7
Nc1cc(C(F)(F)F)ccc1S(=O)(=O)O	-1.9
C=CCn1c(=NC(=O)CN2C(=O)c3ccccc3C2=O)sc2ccccc21	-12.4
O=C(C1CCN(c2ncc(C(F)(F)F)cc2Cl)CC1)N1CCC2(CC1)OCCO2	-0.7
Cc1n[nH]c(C)c1C(C)N(C)C(=O)c1cn(Cc2ccccc2F)nn1 (stereo unspecified)	-4.6
CC(=O)CC1(O)C(=O)N(CCOc2ccccc2C)c2c(C)cc(C)cc21 (stereo unspecified)	-8.8
CC(=O)N1c2ccccc2-[n+]2ccsc2CC1C (stereo unspecified)	-4.1
C#C[C@]1(O)CCC2C3CCC4=Cc5oncc5C[C@]4(C)C3CC[C@@]21C (stereo partly specified)	-3.7
O=C1NNN(c2ccccc2)C1=CN1CCN(c2ccccc2O)CC1	-4.3
Cc1cc(S(=O)(=O)N2CCOC23CCNCC3)ccc1F	-9.0
C1CCN2CCC[C@@H](CNc3nc4nonc4nc3N3CCCC3)[C@H]2C1	2.6
C/C(=C/c1ccc(F)cc1)C(=O)Nc1ccc(NS(C)(=O)=O)cc1	0.2
CCC(OC1CCCCC1)C(=O)NCc1ccc(C(=O)NC)cc1 (stereo unspecified)	-8.6
Cc1ccc(S(=O)(=O)NC(=O)NCc2ccc(CN(C)C)cc2)cc1	-36.7
Cc1ncsc1CNC(=O)N1CCN(c2ccccc2Cl)CC1	-15.4
CC(=S)Nc1ccc2c(c1)OCO2	-1.4
Cc1ccn2c(=O)c(NC(=O)c3ccc4c(c3)OCO4)c(C)nc2c1	-11.1
CNS(=O)(=O)c1ccc(S(=O)(=O)NC(C)C(=O)N2CCCCC2)cc1 (stereo unspecified)	7.4
CCN(CC)CCNC(=O)C1=C(C)C(=O)OC12CCCCCC2	-5.2
CCc1nn(-c2ccccc2)c(NC(=O)c2cccnc2OC)c1C	-12.1
COC(=O)c1ccc(-c2noc(CS(=O)(=O)CC(C)C)n2)cc1	-2.1
CCN(CC)c1nc(-c2nn[nH]n2)nc(N(CC)CC)n1	-8.0
OC1(C2(O)CC(c3ccccc3)NO2)CCCCC1 (stereo unspecified)	-6.3
CCOC(=O)c1c(NC(=O)c2cccc(OC)c2)sc(C(=O)Nc2cccc(OC)c2)c1C	-4.7
O=[N+]([O-])c1ccc(N=P(c2ccc3c(c2)OCCO3)(N2CCOCC2)N2CCOCC2)cc1	-17.2
O=c1c(C=NNC2CCS(=O)(=O)C2)c(N2CCCCC2)nc2ccccn12 (stereo unspecified)	-0.9
COc1nc(C)cc(C)c1CNC(=O)CN1CCCN(C)CC1	-10.0
CC(=O)Nc1ccc(SCc2cccc(Cl)c2)nn1	7.2

The list is partial; count on the stated rates, not on these rows.
